Mito fusion act = mitochondrial division inhibition or fusion activation. S. cerevisiae fusion-defective mutant growth rescue, CellTiterGlo 48 h. Potency, µM (series often up to 46.1 µM), for the others: at the top dose growth rescue (activation), hits mostly activators. hit rate 0.23% among 320,000. AID 485298;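 further: potency means the concentration at half of the fitted maximal effect; % of control where 0% means no effect; nearly all actives have a fitted effect of over 45% in size; temperature-sensitive fusion mutants such as fzo1-1 at 37 °C on non-fermentable ethanol glycerol medium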
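Growth-rescue viability read-out: after 48 h at the non-permissive 37C in glycerol/ethanol YPEG, yeast mitochondrial fusion mutants are measured by CellTiterGlo luminescence; compounds (23 nl pinned per well) restoring growth score as division inhibitors or fusion activators.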
KCNH2 3.1 inh = inhibitors of human KCNH2 3.1 potassium channel isoform; U2OS KCNH2 3.1, thallium flux FluxOr; hits give low values; activity change, % (tested at about 1.8 µM); hit rate 0.95% among 340,000;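 active means maximum activity change below -70%; inconclusive means maximum activity change from -70% to -50%; inactive means maximum activity change above -50%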;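 further: thallium influx rate constant from kinetic fluorescence after stimulation buffer; on the % scale 0 is the no-effect control and ±100 the full control effect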
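Normalized rate constant (relative to positive and negative DMSO controls) derived from a 2 min kinetic fluorescence read after stimulation; U2OS cells expressing the 3.1 isoform via virus at 1.77 x 10^8 /mL.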
USP2a inh = blocks human ubiquitin-specific protease USP2a | O75604 | USP2 core, Ub-CHOP2 coupled fluorogenic reporter, 485/531 | Potency, µM (series often up to 38.3 µM), inactives show at the highest dose activity change, negative = inhibition, usual class: inhibitors | hit rate 0.01% among 330,000;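 further: potency means the concentration at half of the fitted maximal effect; plate controls were DMSO wells for no effect and full inhibition by NEM control for full effect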
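USP2 core (10nM final) preincubated 30min RT with compound in 20mM Tris-HCl pH 8.0, 2mM CaCl2, 2mM beta-mercaptoethanol, 0.05% CHAPS; 25nM Ub-CHOP2 plus 25nM reporter substrate added, fluorescence (Ex485/Em531) read after 60min.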
TCR activator = activators of T cell receptors; Potency, µM (top dose mostly 9.22 µM), for inactives: top-dose activation of IL-2 secretion, actives largely listed as activators; AID 504894; primary human leukocytes, anti-CD3, IL-2 HTRF, 48 h; 330,000 tested, under 10 active; further: % of control where 0% means no effect
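HTRF read-out of IL-2 secretion: europium cryptate donor excited at 320nm, d2 acceptor emission at 665nm. Cells were primary human leukocytes incubated 48 hr with compounds and a-CD3 beads, supplying TCR signal only.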
AT treatment = candidate therapy for ataxia-telangiectasia; […] A-T fibroblasts, KAP-1 phosphorylation AlphaLISA; neocarzinostatin DNA damage 30 min before lysis; Potency, µM (top dose mostly 57.5 µM), without a hit: at the highest dose activation, usual class: activators; hit rate 0.19% among 320,000; further: potency means the concentration at half of the fitted maximal effect; % of control where 0% means no effect; nearly all actives have a fitted effect of over 45% in size
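ATM-like activity read as KAP-1 phosphorylation via AlphaLISA donor/acceptor antibody pairs after lysis and 6 hr at 25C. Cells were ATM-null patient fibroblasts ([…], hTERT), dosed 60 min, then exposed to the DSB inducer NCS for 30 min.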
hERG WT inh = inhibitors of human wildtype KCNH2 potassium channel. AID 720551. activity change, % at 1.84 µM. Q12809. hit rate 0.37% among 340,000. U2OS, BacMam KCNH2, thallium flux FluxOr; hits give low values;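 active means maximum activity change below -70%; inconclusive means maximum activity change between -70% and -50%; inactive means maximum activity change above -50%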; further: on the % scale 0 is the no-effect control and ±100 the full control effect
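U2OS cells transduced with wild-type KCNH2 virus are loaded with FluxOr dye for 45 min, and thallium flux is measured in kinetic reads before and after stimulation buffer. Rate constants are normalized to DMSO controls.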
TSHR antag = human thyrotropin receptor antagonism. P16473. TSHR-expressing cells, TSH-stimulated cAMP HTRF, 2 h; hits give low values. activity change, negative = inhibition, % at 11.5 µM. hit rate 0.2% among 330,000. AID 504810;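 active means activity change below a set negative limit, meaning inhibition stronger than a set level, cut at about -70% in these data; inconclusive means activity change between two set negative limits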; further: on the % scale 0 is the no-effect control and ±100 the full control effect
Target sequence (P16473 whole entry, looked up): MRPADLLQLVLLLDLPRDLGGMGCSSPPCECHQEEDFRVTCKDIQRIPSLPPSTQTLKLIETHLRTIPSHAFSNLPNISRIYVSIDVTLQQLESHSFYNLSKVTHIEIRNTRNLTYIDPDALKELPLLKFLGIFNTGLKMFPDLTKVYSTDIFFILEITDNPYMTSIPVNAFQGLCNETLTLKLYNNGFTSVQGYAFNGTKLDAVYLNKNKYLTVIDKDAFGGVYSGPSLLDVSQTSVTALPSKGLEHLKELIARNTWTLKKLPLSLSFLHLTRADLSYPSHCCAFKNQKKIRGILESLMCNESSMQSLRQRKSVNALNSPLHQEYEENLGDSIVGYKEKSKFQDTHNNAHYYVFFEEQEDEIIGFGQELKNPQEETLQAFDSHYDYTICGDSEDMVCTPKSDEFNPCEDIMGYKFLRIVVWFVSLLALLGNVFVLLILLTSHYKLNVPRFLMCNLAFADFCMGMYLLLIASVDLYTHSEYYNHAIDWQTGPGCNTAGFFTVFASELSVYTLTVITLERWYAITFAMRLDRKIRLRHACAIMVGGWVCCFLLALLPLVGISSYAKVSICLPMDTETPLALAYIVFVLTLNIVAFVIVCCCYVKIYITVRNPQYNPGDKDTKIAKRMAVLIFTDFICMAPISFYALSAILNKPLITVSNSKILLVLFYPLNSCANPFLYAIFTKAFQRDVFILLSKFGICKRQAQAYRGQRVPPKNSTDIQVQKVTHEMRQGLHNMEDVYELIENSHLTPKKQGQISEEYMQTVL
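Antagonism was scored as loss of TSH-driven cAMP in TSHR cells, stimulated with 4nM TSH (EC80) for 2 hours at 37 deg C and detected by homogeneous HTRF competition immunoassay.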
Eya2 phos inh = Eya2 (human) phosphatase inhibition; O00167; recombinant Eya2, OMFP fluorescence dephosphorylation (OMFP is methylfluorescein phosphate); Potency, µM (series often up to 76.9 µM), for the others: at the top dose activity, negative = inhibition, hits mostly inhibitors; hit rate 0.006% among 330,000; further: potency means the concentration at half of the fitted maximal effect; on the % scale 0 is the no-effect control and ±100 the full control effect
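Eya2 protein (added as 0.2 uM solution) was preincubated with compound for 10 min at ambient temperature in 50 mM HEPES pH 7.5, 50 mM NaCl, 5 uM MgCl2, 0.05% BSA, 1 mM DTT. OMFP (added at 50 uM) then reacted 10 min; fluorescence read at 485/525 nm.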
ELG1 DNA repair = inhibitors of ELG1-dependent DNA repair in HEK293T cells; hit rate 2.3% among 330,000; HEK293T ELG1-luciferase reporter, luminescence, 16 h; DNA damage induced by 5-fluorouridine; Potency, µM (titrated, usually from 46.1 µM), for the others: at the highest dose activity change, negative = inhibition, actives largely listed as inhibitors; AID 504467; further: potency means the concentration at half of the fitted maximal effect; on the % scale 0 is the no-effect control and ±100 the full control effect; nearly all actives have a fitted effect of over 55% in size
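5-Fluorouridine DNA damage + compound/DMSO, 2,000 cells/well, 16 h, 37 °C/5% CO2. ONE-Glo, 30 min RT, luminescence. Readout = decrease in reporter signal.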
TRPV1 ag = agonists of human vanilloid receptor 1 (TRPV1); activation, % at 8.33 µM; Q8NER1; hit rate 0.19% among 320,000; AID 540275; TRPV1-expressing cells, Fluo-8 calcium influx, agonist mode; in the data active means activation above about 80%; inconclusive means between about 30% and that limit; further: 0% is about no effect
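TRPV1-expressing cells were cultured overnight at 35.5C and loaded with Fluo-8 calcium dye for 40 to 90 min at room temperature. After a 10 s baseline, compound was added and calcium influx was read kinetically for 3 min (ex 480/em 520 nm).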
* = called active by the depositor; ? = inconclusive; / = no result given; [ ] = remark or other dose. Unless noted, the call rests on the fitted dose curve; in most records, active means well fitted curve in the direction sought with a large enough effect; inconclusive means small, poorly fitted or top-dose-only effect, or another doubt; inactive means no such curve, though single readings can be large; an effect the other way counts as inactive or inconclusive. Only part of the results is shown, so the mix of outcomes need not match the whole.

SMILES | Mito fusion act | KCNH2 3.1 inh | USP2a inh | TCR activator | AT treatment | hERG WT inh | TSHR antag | Eya2 phos inh | ELG1 DNA repair | TRPV1 ag
O=C(NC1CCCCC1)NC1CCN(CC(=O)N2CCOCC2)CC1 | -1% | 0 | 1% | -3% | 0% | -2 | 4 | 11% | 7% | 0
Cc1ccc(NC(=O)CN2C(=O)NC3(CCCCC3)C2=O)cc1S(=O)(=O)N1CCOCC1 | / | -2 | -7% | -3% | -4% | -2 | -7 | 4% | 7% | /
CCOC(=O)C1CCCN(CC(=O)c2ccc(F)cc2)C1 (centres undefined) | 8% | -5 | 0% | -8% | 13% | 2 | 0 | -5% | -5% | 0
COc1cc(Nc2cc(C)nc3ncnn23)cc(OC)c1OC | -4% | 0 | 0% | 1% | 12% | -1 | -6 | 23% | ? | -1
CN(c1ccccc1)S(=O)(=O)c1ccc(C(=O)NNC(=O)c2ccccc2)cc1 | -2% | -11 | 0% | -1% | 10% | -20 | -29 | -9% | 15% | 6
CCCCOc1ccc(-c2[nH]ncc2C=O)cc1 | -19% | -6 | 4% | 0% | -4% | -1 | -5 | 2% | ? | 1
NNC(=O)COc1cccc(Oc2ccccc2)c1 | 0% | / | -1% | -1% | -1% | 19 | 0 | -9% | -2% | ?
Cc1cc2oc(C(=O)Nc3ccc(S(N)(=O)=O)cc3)c(C)c2cc1Cl | 3% | 8 | -4% | 0% | -4% | 2 | 12 | 2% | ? | ?
O=C(c1nc2ccccn2c1CNCCCn1ncc2ccccc21)N1CCCC1 | 1% | -40 | 1% | -5% | 9% | 7 | -9 | -6% | 2% | 10
C=CCn1c(-c2cc(Cl)ccc2OC)n[nH]c1=S | -7% | -1 | 2% | 15% | -5% | -19 | -1 | 3% | 0% | 0

Among those listed so far, these have a Cl atom.
SMILES | Mito fusion act | KCNH2 3.1 inh | USP2a inh | TCR activator | AT treatment | hERG WT inh | TSHR antag | Eya2 phos inh | ELG1 DNA repair | TRPV1 ag
Cc1cc2oc(C(=O)Nc3ccc(S(N)(=O)=O)cc3)c(C)c2cc1Cl | 3% | 8 | -4% | 0% | -4% | 2 | 12 | 2% | ? | ?
C=CCn1c(-c2cc(Cl)ccc2OC)n[nH]c1=S | -7% | -1 | 2% | 15% | -5% | -19 | -1 | 3% | 0% | 0

(more compounds)
SMILES | Mito fusion act | KCNH2 3.1 inh | USP2a inh | TCR activator | AT treatment | hERG WT inh | TSHR antag | Eya2 phos inh | ELG1 DNA repair | TRPV1 ag
CC(C)c1ccc(N(CC(=O)NCCCN2CCOCC2)S(=O)(=O)c2ccccc2)cc1 | 0% | 2 | 0% | -9% | 1% | 16 | -3 | -9% | ? | -1
CCOc1ccc(S(=O)(=O)N(C)CC(=O)NCCN2CCOCC2)cc1 | 0% | 12 | 1% | -4% | 3% | 6 | -6 | -8% | 7% | 0
CC(=O)Cn1c(=O)oc2ccccc21 | -5% | 3 | 0% | -3% | -8% | -3 | -4 | 5% | 12% | 1
Brc1ccccc1CN1CCC(N2CCCCC2)CC1 | 17% | -4 | 0% | -4% | 6% | 20 | -13 | 6% | ? | 2
Cc1ccc(CC(CC(=O)O)C(=O)NCc2ccccc2)cc1 (centres undefined) | -6% | -12 | -10% | -3%[46.1 µM] | -2% | 3 | -14 | 7% | 12% | -2
O=C(OCC(=O)N1CCCC1)c1cccs1 | 5% | 13 | 1% | 1% | 6% | 2 | 12 | -2% | ? | 0
Cc1cccc(NS(=O)(=O)c2cccc(C(=O)NCC(C)(C)N3CCOCC3)c2)c1 | 6% | 5 | -1% | -1% | 11% | -12 | 43 | 17% | ? | -1
COc1ccc(CCNC(=O)c2cc(S(=O)(=O)N(C)C)ccc2N2CCCC2)cc1OC | 2% | 6 | 0% | 0% | 2% | -2 | 14 | -6% | -10% | -1
CCCN(CCC)c1nc(-c2ccccn2)nc2ccccc12 | -29% | ? | 2% | 3% | 24% | -4 | 2 | -17% | ? | 14
COc1ccc2oc(-c3ccc(NC(=O)c4ccc(N5CCOCC5)c([N+](=O)[O-])c4)cc3)nc2c1 | -2% | ? | 1% | 3%[46.1 µM] | 11% | -19 | -12 | 5% | -5% | 3
CCn1cnc2sc(C(=O)Nc3ccc4c(c3)OCO4)c(C)c2c1=O | 2% | -3 | 0% | -3% | -3% | -12 | -4 | 6% | ? | 2
O=C1CC(C(=O)N2CCN(c3ccccc3)CC2)CN1Cc1ccccc1 (centres undefined) | / | -12 | -1% | 4% | 1% | 18 | / | 4% | -3% | /
Cc1cc(NC(=O)CSc2nc(CC(C)(C)C)nc3c2c(=O)n(C)c(=O)n3C)no1 | 8% | 5 | 0% | -4% | 7% | 0 | 0 | -1% | 27% | -4
CC1=C(C#N)C(c2cn(-c3ccccc3)nc2-c2cccs2)C(C#N)=C(C)N1 | 28% | 2 | -1% | 3% | 3% | -1 | 20 | 0% | -24% | -3
CC(Oc1ccc(Cl)cc1Cl)C(=O)Nc1ccc(N2CCN(C)CC2)cc1 (centres undefined) | 0% | -6 | 1% | 1% | 1% | 5 | / | -40% | -23% | 2
Cc1ccc(-n2c(-c3ccccc3)c[nH]c2=S)cc1 | -7% | 8 | 3% | -8% | -2% | -7 | -26 | -3% | 0% | -3
Cc1cc(NC(=O)C2C3C(=O)N(CC4CCCO4)C(C(=O)NC(C)(C)C)C34C=CC2(C)O4)no1 (centres undefined) | 1% | 7 | 0% | -16% | 2% | -32 | 2 | -13% | 7% | -2
N#C/C(=C\c1c(N2CCN(c3ccccc3)CC2)nc2ccccn2c1=O)S(=O)(=O)c1ccccc1 | -8% | -45 | 0% | 7% | 4% | 0 | 10 | 5% | 9% | 1
O=C(c1cc2cc(F)ccc2[nH]1)N1CCN(C(=O)c2ccco2)CC1 | -2% | 42 | 1% | -1% | -3% | 1 | -3 | 9% | ? | -4
COCc1c(C(=O)N/N=C\c2cccnc2)nnn1-c1nonc1N | -3% | 4 | 2% | 9% | -2% | -8 | 2 | 1% | 1% | 1

6 entries from above, sorted by the number in TCR activator, smallest number first.
Compound	USP2a inh	TCR activator	TSHR antag	Eya2 phos inh	TRPV1 ag
Cc1cc(NC(=O)CSc2nc(CC(C)(C)C)nc3c2c(=O)n(C)c(=O)n3C)no1	0%	-4%	0	-1%	-4
CCn1cnc2sc(C(=O)Nc3ccc4c(c3)OCO4)c(C)c2c1=O	0%	-3%	-4	6%	2
O=C(c1cc2cc(F)ccc2[nH]1)N1CCN(C(=O)c2ccco2)CC1	1%	-1%	-3	9%	-4
CC(Oc1ccc(Cl)cc1Cl)C(=O)Nc1ccc(N2CCN(C)CC2)cc1 (centres undefined)	1%	1%	/	-40%	2
CC1=C(C#N)C(c2cn(-c3ccccc3)nc2-c2cccs2)C(C#N)=C(C)N1	-1%	3%	20	0%	-3
N#C/C(=C\c1c(N2CCN(c3ccccc3)CC2)nc2ccccn2c1=O)S(=O)(=O)c1ccccc1	0%	7%	10	5%	1

Other structures.
SMILES | Mito fusion act | KCNH2 3.1 inh | USP2a inh | TCR activator | AT treatment | hERG WT inh | TSHR antag | Eya2 phos inh | ELG1 DNA repair | TRPV1 ag
O=C(NCc1ccc2c(c1)OCO2)C(=O)NCC1OCCN1S(=O)(=O)c1ccc(Br)cc1 (centres undefined) | 2% | -4 | 1% | 2% | -3% | 8 | -7 | 15% | ? | 3
O=C(O)CN(c1ccccc1)C1SC(=O)NC1=O (centres undefined) | 8% | -23 | / | 0% | / | 16 | / | / | / | 0
COc1ccc(-c2nn(-c3ccccc3)cc2/C=C2/SC(=S)N(CCCC(=O)O)C2=O)c(C)c1 | -2% | 27 | -2% | 12% | 4% | -11 | -11 | -5% | -24% | 24
OCCCc1cn(Cc2ccccc2)c2ccccc12 | 6% | -12 | 4% | -58% | 8% | -7 | 15 | 6% | 12% | 22

Look-ups from above.
O=C(O)CN(c1ccccc1)C1SC(=O)NC1=O (centres undefined) – hERG WT inh = 16
COc1ccc(-c2nn(-c3ccccc3)cc2/C=C2/SC(=S)N(CCCC(=O)O)C2=O)c(C)c1 – ELG1 DNA repair = -24%
